Assay outcomes from PubChem BioAssay.
SENP1 inh: SENP1 (human) catalytic domain inhibition; inhibition, % at 10 µM; recombinant SENP1 catalytic domain, CyPet-SUMO1-YPet FRET cleavage; hit rate 0.21% among 360,000; Q9P0U3;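 active = inhibition at least 30% at 10 µM, raw YFP signal under a set limit, fluorescence ratio 0.5 to 1.5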;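 note: 0% = enzyme with DMSO and 100% = no enzyme wells; some results filed as inactive read as strong as hits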
Target sequence (Q9P0U3 419-644 limits assumed): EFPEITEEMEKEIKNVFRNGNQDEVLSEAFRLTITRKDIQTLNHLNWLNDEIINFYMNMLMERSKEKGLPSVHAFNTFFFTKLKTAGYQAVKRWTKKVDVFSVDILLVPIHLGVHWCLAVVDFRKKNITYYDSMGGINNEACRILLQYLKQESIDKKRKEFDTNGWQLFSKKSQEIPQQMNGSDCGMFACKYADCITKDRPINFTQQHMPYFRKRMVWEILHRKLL
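Test system: recombinant human SENP1 catalytic domain, His6-tagged / Medium: pH 8 Tris buffer with EDTA, NaCl, BME, BSA, NP40, catalase / Also added: SUMO1 FRET substrate flanked by Cypet and Ypet, 25 nM / Times: 50 min reaction at room temperature / Signal: FRET, CFP and YFP emission / Control set: no-enzyme low control and enzyme-plus-DMSO high control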
Numbers without * were called inactive. A portion of the library, so the mix of outcomes need not match the whole.

Start of the data: the first 13 records, ahead of the listing:
SENP1 inh	smiles
1.8	O=C(/C=C/[C@H]1O[C@@H](n2cnc3c(NC(=O)c4ccccc4)ncnc32)[C@H](O)[C@@H]1O)NCC(c1ccccc1)c1ccccc1
1.6	CCCN(CC(=O)Nc1ccccc1C)C(=O)Cc1c[nH]c2ccccc12
0.4	Fc1ccccc1CSc1ncnc2c1ncn2C1CCCCO1 (stereo not given)
-2.8	COc1ccc(-c2cnc3c(NC(C)=O)cc(-c4ccc(S(C)(=O)=O)cc4)cn23)cc1OC
1.7	CS(=O)(=O)Nc1cccc(NC(=O)c2cccc3c(-c4cccnc4)coc23)c1
-2.6	NC(=O)c1ncn([C@@H]2O[C@H](CNCc3ccc(OCC(=O)Nc4ccccn4)cc3)[C@@H](O)[C@H]2O)n1
2.6	CCCCc1c(-c2ccccc2OC)ncn1CCc1ccc(Cl)cc1
-3.5	Cn1cnc([N+](=O)[O-])c1Sc1ccncn1
1.3	O=C(Nc1ccc(F)cc1)C(c1ccnc2ccccc12)N1CCN(c2cccc(C(F)(F)F)n2)CC1 (stereo not given)
1.7	CC(=O)c1cccc(NC(=O)C2(C)Cc3c(-c4cccc(C(N)=O)c4)ccnc3O2)c1 (stereo not given)
3.8	COc1ccc(Cc2nc3ccc(C(=O)N(C)Cc4nccn4C)cc3o2)cc1
-0.5	O=C(O)c1cc(N/N=C/c2ccc3c(c2)OCCO3)ccc1Cl
2.0	CCOc1ccc(NC(=O)OCCN2CCN(CCc3ccccc3)C(C)C2)cc1 (stereo not given)

All compounds of this part, from the start:
SENP1 inh	smiles
1.8	O=C(/C=C/[C@H]1O[C@@H](n2cnc3c(NC(=O)c4ccccc4)ncnc32)[C@H](O)[C@@H]1O)NCC(c1ccccc1)c1ccccc1
1.6	CCCN(CC(=O)Nc1ccccc1C)C(=O)Cc1c[nH]c2ccccc12
0.4	Fc1ccccc1CSc1ncnc2c1ncn2C1CCCCO1 (stereo not given)
-2.8	COc1ccc(-c2cnc3c(NC(C)=O)cc(-c4ccc(S(C)(=O)=O)cc4)cn23)cc1OC
1.7	CS(=O)(=O)Nc1cccc(NC(=O)c2cccc3c(-c4cccnc4)coc23)c1
-2.6	NC(=O)c1ncn([C@@H]2O[C@H](CNCc3ccc(OCC(=O)Nc4ccccn4)cc3)[C@@H](O)[C@H]2O)n1
2.6	CCCCc1c(-c2ccccc2OC)ncn1CCc1ccc(Cl)cc1
-3.5	Cn1cnc([N+](=O)[O-])c1Sc1ccncn1
1.3	O=C(Nc1ccc(F)cc1)C(c1ccnc2ccccc12)N1CCN(c2cccc(C(F)(F)F)n2)CC1 (stereo not given)
1.7	CC(=O)c1cccc(NC(=O)C2(C)Cc3c(-c4cccc(C(N)=O)c4)ccnc3O2)c1 (stereo not given)
3.8	COc1ccc(Cc2nc3ccc(C(=O)N(C)Cc4nccn4C)cc3o2)cc1
-0.5	O=C(O)c1cc(N/N=C/c2ccc3c(c2)OCCO3)ccc1Cl
2.0	CCOc1ccc(NC(=O)OCCN2CCN(CCc3ccccc3)C(C)C2)cc1 (stereo not given)
1.0	Cc1nc2cc(Oc3nc(NCCN(C)C)nc4ccsc34)ccc2s1
6.4	CCOc1ccc(Nc2ccc(N)c(S(=O)(=O)O)c2)cc1
0.4	Cc1ccc(Cn2cc(CN3CC(N4CCCC4)CS3(=O)=O)nn2)cc1 (stereo not given)
-7.7	CC[C@H](C)/C=C(C)/C=C/c1cc2c(cn1)C(=O)[C@@](C)(OC(C)=O)C(O)=C2Cl
0.7	Cc1ccc(CN2C(=O)C(Cc3ccccc3)Nc3ncnc(N4CCOCC4)c32)cc1 (stereo not given)
1.0	O=c1ccn([C@@H]2O[C@H](CNCc3ccccc3)[C@@H](O)[C@H]2O)c(=O)[nH]1
1.5	Cc1ccc(OCCN2CCC2(C)C(=O)Nc2ccc3c(c2)OCO3)cc1 (stereo not given)
1.9	OC[C@H]1O[C@@H](c2nc(-c3nc(-c4ccc(F)cc4)no3)cs2)[C@H](O)[C@@H](O)[C@H]1O
-7.0	NC(Cc1ccc(C(F)(F)F)cc1)c1csc(NC(=O)Nc2ccccc2)n1 (stereo not given)
2.0	CC(C)NC(=O)N(C)C[C@H]1Oc2ncc(Br)cc2C(=O)N([C@H](C)CO)C[C@@H]1C
-31.6	COc1ccc(Cn2c(C)nc3oc4cc(OC)ccc4c(=O)c3c2=O)cc1
-63.6	Cc1ccc2nc(-c3ccccc3)c(Cc3ccccn3)n2c1
2.2	CCCCCNC(=O)C1C(=O)Nc2ccccc2C(=O)N1c1c(C)cccc1C (stereo not given)
0.3	Nc1nc(=O)n(C2CCCO2)cc1Br (stereo not given)
-4.5	c1ccc(COc2cccc(-c3cc4nc(NCc5ccc6c(c5)OCO6)ccn4n3)c2)cc1
-2.2	Fc1ccc(-c2nc3c(Cl)cc(C(F)(F)F)cn3c2Cc2ccccc2)cc1
2.7	COC1OC2COC(c3ccccc3)OC2C(OC(=O)c2ccccc2)C1OC(=O)c1ccccc1 (stereo not given)
-2.7	Cc1cccnc1C(NC(=O)C1CCN(CCOc2ccc(F)cc2)CC1)c1ccc(F)cc1 (stereo not given)
-0.7	COC(=O)[C@@]1(Cc2ccc(F)cc2)[C@H]2c3cc(C(=O)N4CCCC4)n(C[C@H](O)CO)c3C[C@H]2CN1C(=O)c1ccccc1
2.9	Cc1cc(NC(=O)C(Cl)Cl)cc2c1OCO2
-2.0	CC(=O)c1sc(Nc2ccc(Oc3ccccc3)cc2)nc1C
1.4	O=C1NC[C@H](CCCCN2C[C@H](Cc3ccccc3)N(CCc3ccc(O)cc3)C(=O)C2=O)N(CCC2CCCCC2)C1=O
2.9	CN(C)c1ncnc2c1ncn2C1CCCCO1 (stereo not given)
-0.3	CCOC(=O)C1CCN(C(=O)c2ccccc2)c2scc(-c3ccccc3)c2C1=O (stereo not given)
-1.1	CCOc1ccc(S(=O)(=O)N2CCOCC2)cc1NC(=O)CSCC(=O)Nc1ccc(OC)cc1
-1.1	COc1ccc(CN(C)C(=O)[C@H]2O[C@@H](n3cnc4c(N)ncnc43)[C@H](O)[C@@H]2O)cc1OC
4.3	COc1cccc(-c2ccc(CN3C(C(C)C)C(=O)N(Cc4cn(CCC5OCCO5)nn4)CCS3(=O)=O)cc2)c1OC (stereo not given)
1.9	Cc1ccc(-c2csc(C(O)(c3ccccc3)C(F)(F)F)n2)cc1C (stereo not given)
1.6	O=C(Nc1cccc(Cc2ccccc2)c1)Nc1ccc2nc([C@@H]3O[C@H](CO)[C@@H](O)[C@H](O)[C@H]3O)[nH]c2c1
2.0	COc1ccc(C(C)(NC(C)=O)c2nc(-c3cccc4cccnc34)cs2)cc1 (stereo not given)
-1.6	CCC(c1nnnn1-c1ccc2c(c1)OCCO2)N1CCc2ccccc2C1 (stereo not given)
2.8	COc1cc(/C=C2\C(=O)N(c3cccc(C(=O)O)c3)N=C2C)ccc1OCc1ccccc1
1.3	COc1ccc(-c2ccc(CN3C(C(C)C)C(=O)N(Cc4cn(CC5CCCCC5)nn4)CCS3(=O)=O)cc2)cc1 (stereo not given)
-5.9	COC(=O)c1ccc(C(=O)OC)c(NC(=O)CSc2nc(-c3ccco3)cc(C(F)(F)F)n2)c1
1.5	Cc1cccc2nnc(-c3ccccc3)n12
1.1	CC(=O)C(=Cc1ccc(-c2ccccc2)cc1)C(=O)c1ccccc1
5.1	CN(C)CCCNc1cc(Cl)c(S(=O)(=O)N2CCCCC2)cc1C(=O)O
-0.3	CCCCCCCCN1C(=O)[C@H](CC(=O)NCc2cccc3ccccc23)C[C@@]2(C(=O)OC)CC(C)(C)CC=C12
-0.2	NC1=NOC(=O)C1C1CCCCC1 (stereo not given)
-2.1	CCCc1ccc(C(O)c2ncc(-c3ccccc3C)[nH]2)cc1 (stereo not given)
3.7	COc1ccccc1C(=O)NNC(=O)c1ccc2ccccc2c1O
2.2	O=C(Nc1ccc2c(c1)OCO2)c1cc(C2CCCCN2S(=O)(=O)Cc2ccccc2)on1 (stereo not given)
4.1	O=C(NNc1ccc(C(F)(F)F)cc1[N+](=O)[O-])c1ccc(NS(=O)(=O)c2ccc(F)cc2)cc1

(next part)
SENP1 inh	smiles
-1.1	O=C(Nc1cnns1)Oc1ccccc1
0.7	O=C1OC(Sc2ccccc2)(c2ccccc2)c2ccccc21 (stereo not given)
-0.6	C#CCNC(=O)C[C@@H]1C[C@@]2(C(=O)OCC)CCC=C2N(CCC2=CCCCC2)C1=O
0.6	COC(=O)C(C(=O)OC)c1ccccc1NS(=O)(=O)c1c(C)cc(C)cc1C
-1.0	CC1=NS(=O)(=O)NC(C)(C)C1
-2.6	Oc1ccc(C[C@H]2CNC(=S)N2CC2CCCN2C[C@H](Cc2ccccc2)N2C[C@H](Cc3ccc(O)cc3)N(CC3CCCCCC3)C2=S)cc1 (stereo not given in full)
0.1	CC1CN(C(=O)COC(=O)c2ccc3ccccc3c2)CC(C)O1 (stereo not given)
-0.1	COCCNC(=O)C(OC(=O)c1ccco1)c1ccc(OC)cc1 (stereo not given)
0.0	CN(C(=O)COC(=O)c1ccc(Cl)c(S(=O)(=O)NCc2ccccc2)c1)C1CCS(=O)(=O)C1 (stereo not given)
2.7	CCCCCc1c(-c2cccc(Br)c2)ncn1CCc1ccccc1OC
-0.9	CC(Cc1ccccc1)NC(=O)CCNNC(=O)c1ccncc1 (stereo not given)
1.5	CCn1ncc(CN2CCC(n3nccc3NC(=O)c3ccccc3Cl)CC2)c1C
0.3	O=C1NC[C@H](CCCCN2C[C@H](Cc3ccc(O)cc3)N(CCc3ccccc3)C(=O)C2=O)N(CCC2CCCCC2)C1=O
1.5	Cn1c(NCCOc2ccccc2)nc2cc(-c3ccc(F)cc3)sc2c1=O
-1.6	CCCCCCN1C[C@@H](n2cc(-c3ccc(F)cc3)nn2)[C@H](O)C[C@@H]1c1ccc(OC)cc1
-0.8	C/C(=N\O)C1CC(CC(=O)O)C1(C)C (stereo not given)
-5.2	COc1ccc(-c2cncc3nccn23)cc1OC
-168.5	Cc1cc(C)c2cc(C#N)c(NCCCNC(=O)c3ccncc3)nc2c1
0.2	COCCNC(=O)C1(C)CCCN(Cc2cc(C)ccc2C)C1 (stereo not given)
-63.8	CN(C(=O)C(C)(C)C)[C@H]1C[C@H]2c3[nH]c4ccccc4c3CCN2C(=O)[C@H]1CO
1.5	O=C(O)COCC(=O)N1CCCN(c2ccc(C(F)(F)F)cn2)CC1
3.3	COc1ccncc1-c1csc(C(O)c2ccccc2)n1 (stereo not given)
1.3	CSC[C@H]1CN(c2ccccc2)C(=O)[C@@H]1CC(=O)Nc1ccc(Br)cc1
-3.3	CCc1nc2c(OCc3ccc(C(F)(F)F)cc3)cccn2c1N(C)C(=O)C(C)C
-0.4	CC1CC(C)(C)CC2(C1)NC(=O)N(CC(=O)Nc1ccc3c(c1)OCO3)C2=O (stereo not given)
0.0	CCOC(=O)N1CCC2CC1c1cc(Cl)ccc12 (stereo not given)
-0.8	Nc1ncn(C(=S)Nc2ccccc2)n1
-0.2	COCCN1C[C@@H](CO)O[C@@H](n2cnc3c(NC4CCC4)ncnc32)C1
0.5	OC(c1ccccc1)(c1ccccc1)c1nccn1-c1ccccc1
1.9	CCOC(=O)c1cc([N+](=O)[O-])c([N+](=O)[O-])cc1NC(C)=O
2.1	CN(C)c1ncnc2c1ncn2[C@H]1CN(Cc2ccccc2)C[C@@H](CO)O1
-1.9	O=C(/C=C/[C@H]1O[C@@H](n2ccc(=O)[nH]c2=O)[C@H](O)[C@@H]1O)NCCCc1ccccc1
2.2	CCCCCCN1CCN(C2CN(Cc3cn(Cc4ccc(Cl)cc4)nn3)S(=O)(=O)C2)CC1 (stereo not given)
-0.1	COc1ccc(C(=O)N/C(=C\c2ccc(-c3cccc([N+](=O)[O-])c3)o2)C(=O)NCCCN2CCOCC2)cc1
0.8	O=C(NC(c1ccccc1)c1ccccc1)c1ccccc1
-23.5	COc1ccccc1C=NNc1ccc([N+](=O)[O-])cn1
3.4	O=C(OCc1ccccc1)c1ccc(NCc2cc(O)ccc2O)cc1
3.0	CN(C)c1ccc(-c2csc(C(C)(O)c3cccc(F)c3)n2)cc1 (stereo not given)
-0.4	O=C(NC1CC1)c1cccc(NC(=O)C2CCC2)c1
-2.9	COc1cc(C(=O)NCC(c2ccco2)N2CCCC2)ccc1OCc1ccc(Cl)cc1Cl (stereo not given)
-10.1	COc1ccc(Cc2nnc(NC(=O)Cc3cccs3)s2)cc1
0.4	CCOc1cc(C(=O)N(Cc2ccccc2)c2ccc(C)cc2)ccc1OCC(=O)N1CCOCC1
2.7	CC1(C(=O)NNC(=O)c2cccc([N+](=O)[O-])c2)CC1Br (stereo not given)
-3.3	Fc1cccc(-c2cncc(N3CCN(CCN4CCCC4)CC3)n2)c1
0.9	CCCN(CC(=O)Nc1ccc(F)c(F)c1F)C(=O)CN1C(=O)NC2(CCCCC2)C1=O
2.2	CCCCN1CC(N2CCN(C3CCN(C)CC3)CC2)CS1(=O)=O (stereo not given)
3.5	CC(C)(C)OC(=O)N1CCC(C(=O)Nc2cccc(C(=O)NCCCCc3ccccc3)c2)CC1
1.0	CC[C@@H]1Cc2[nH][nH]c(=O)c2[C@@H](c2ccc(Cl)cc2)O1
-2.2	CCc1nc2ccc(C(=O)NCCc3ccccn3)cn2c1N(C)CCC(C)C
-1.1	COc1cccc(-c2cnc(C(O)c3cc(C)cc(C)c3)[nH]2)c1 (stereo not given)
-2.4	Clc1ccccc1Nc1nc(NCc2cccs2)nc2ccsc12
-22.4	COc1cc(OC)c(OC)cc1/C=C/c1ccnc2ccccc12
1.1	CSCCC(c1nnnn1C(C)(C)C)N1CCN(C/C=C/c2ccccc2)CC1 (stereo not given)
2.3	CCOC(=O)CC1(C)N(S(=O)(=O)c2ccc(C)cc2)c2ccccc2N1S(=O)(=O)c1ccc(C)cc1
2.5	CON1C(=O)C(=O)N(OC)C2CCCCC21 (stereo not given)
